Source: PubChem (National Center for Advancing Translational Sciences (NCATS))
CXXC DNA block – inhibitors of human MLL CXXC domain-DNA interaction | 290,000 compounds, 0.037% hits | Potency, µM (titrated, usually from 115 µM), inactives show at the highest dose activity change, negative = inhibition, actives largely listed as inhibitors | Q03164 | MLL-CXXC / FITC-HOXA9 DNA fluorescence polarization; active = well fitted inhibition curve with a large enough effect in the polarisation, with a control signal flat, not every such curve was filed as active; inconclusive = small, poorly fitted or top-dose-only effect, or effect the other way, or a change in a side signal; inactive = no such curve, though single readings can be large or run the other way; the % refers to the polarisation; also: potency is read from the fitted curve at half-maximal effect
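Fluorescence polarization: 7 uM MLL-CXXC (stock) preincubated 5 min with compounds, then 50 nM fluorescein-HOX-A9 DNA (stock) added; 30 min ambient. Buffer 50 mM Tris-HCl pH 7.5, 50 mM NaCl, 1 mM DTT, 0.05% BSA.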
Integrin act MD – integrin-mediated muscular dystrophy alleviation activation. alpha7betagal myoblasts, beta-gal FDG fluorescence, 48 h. Potency, µM (highest dose often 38.3 µM), for the others: top-dose activation, usual class: activators. 350,000 compounds, 0.064% hits;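 also: potency is read from the fitted curve at half-maximal effect; 100% = response of the positive control SU9516; nearly all actives have a fitted effect of over 60% in size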
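Alpha7betagal+/- myoblasts (passage 13) were plated 16-24 hr, then exposed to compounds (1:260 dilution of DMSO stock) for 48 hours at 37C. After MPER lysis, β-galactosidase reporter activity was read as FDG fluorescence (ex 480/em 540) after 30 minutes.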
p53 reactivation – restores transcriptional activity of mutant p53. Potency, µM (titrated, usually from 92.2 µM), for inactives: at the top dose activity change, positive = activation, actives largely listed as activators. 320,000 compounds, 0.063% hits. AID 504706. H1299 p53-A138V BP100-luciferase reporter, luminescence, 24 h; also: potency is read from the fitted curve at half-maximal effect; % of control where 0% means no effect; nearly all actives have a fitted effect of over 45% in size
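H1299 (p53-null), stable ts p53-A138V + BP100-Luc; 1000 cells/well, Opti-MEM/10% FBS; cpd 4 pt, 1:5; 24 h, 37 deg C, 5% CO2; detection reagent 10 min RT; luminescence.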
TRPV1 agonist – activates the human vanilloid receptor TRPV1; TRPV1-expressing cells, Fluo-8 calcium influx, agonist mode; activation, % at 8.33 µM; 320,000 compounds, 0.19% hits; in the data active = activation above about 80%; inconclusive = between about 30% and that limit; also: 0% is about no effect
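Cells expressing TRPV1 were dye-loaded with Fluo-8 and read kinetically: 10 s baseline, 3 min after compound (agonist portion), then 2 min after EC20 capsaicin (allosteric enhancer portion). Calcium-bound dye fluorescence at 480/520 nm.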
BRCA1 expr act – BRCA1 expression activation. MCF7-BRCA1-FFLuc reporter, luminescence, 48 h; response scale: scaled: vehicle 0%, 10 µM genistein 100%. Potency, µM (top dose mostly 46.1 µM), inactives show top-dose activation, most hits filed as activators. 380,000 compounds, 1.1% hits. AID 624202; also: potency is read from the fitted curve at half-maximal effect; nearly all actives have a fitted effect of over 80% in size; some results filed as inactive show a strong effect at the top dose
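Cells: MCF7-BRCA1-FFLuc, 2000/well. Exposure: 48 h, 37 °C, 5% CO2. Read: luminescence, 15 min post-substrate. Controls: genistein 10 microM (maximal activation), DMSO (neutral).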
PTAP TSG101 blk – blocks PTAP/TSG101 interaction to inhibit HIV-1 budding; Fluorescence polarization, FITC-PTAP peptide / Tsg101 binding; Potency, µM (series often up to 115 µM), for the others: top-dose activity change, negative = inhibition, most hits filed as inhibitors; 340,000 tested, under 10 active; active = well fitted inhibition curve with a large enough effect in the main read-out, with a control signal flat, not every such curve was filed as active; inconclusive = small, poorly fitted or top-dose-only effect, or effect the other way, or a change in a side signal; inactive = no such curve, though single readings can be large or run the other way; also: potency is read from the fitted curve at half-maximal effect; % of control where 0% means no effect
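Fluorescence polarization binding of Tsg101 binding domain (10 uM final) to FITC-labeled PTAP peptide (50 nM final) in HEPES pH 7.5 buffer with NaCl, Tween 20, EDTA, TCEP. Compounds added before peptide; binding 20 min at RT.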
ELG1 repair inh – blocks ELG1-dependent DNA repair in HEK293T cells; 330,000 compounds, 2.3% hits; AID 504467; Potency, µM (highest dose often 46.1 µM), inactives show at the highest dose activity change, negative = inhibition, usual class: inhibitors; HEK293T ELG1-luciferase reporter, luminescence, 16 h; DNA damage induced by 5-fluorouridine; also: potency is read from the fitted curve at half-maximal effect; % is scaled to controls: 0 for no effect and ±100 for the full control effect; nearly all actives have a fitted effect of over 55% in size
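5-Fluorouridine DNA damage + compound/DMSO, 2,000 cells/well, 16 h, 37 °C/5% CO2. ONE-Glo, 30 min RT, luminescence. Readout = decrease in reporter signal.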
B2AR arrestin – recruits beta-arrestin to the human beta2-adrenergic receptor | beta-arrestin recruitment to beta2AR, cell-based reporter | Potency, µM (highest dose often 46.1 µM), without a hit: at the top dose activation, usual class: activators | 330,000 compounds, 0.02% hits;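 also: potency is read from the fitted curve at half-maximal effect; 0% = DMSO controls and full agonism = EC100 isoproterenol or metaproterenol; nearly all actives have a fitted effect of over 65% in size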
AT treatment – potential ataxia-telangiectasia treatments restoring KAP-1 phosphorylation | […] A-T fibroblasts, KAP-1 phosphorylation AlphaLISA; neocarzinostatin DNA damage 30 min before lysis | Potency, µM (series often up to 57.5 µM), inactives show at the highest dose activation, usual class: activators | 320,000 compounds, 0.19% hits; also: potency is read from the fitted curve at half-maximal effect; % of control where 0% means no effect; nearly all actives have a fitted effect of over 45% in size
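hTERT-immortalized A-T patient fibroblasts ([…]), 500 cells/well in OPTI-MEM, 1% FBS, got compounds for 60 min, then NCS for 30 min at 37C. Lysates were then assayed for phospho-KAP-1 by AlphaLISA (anti-pKAP1 donor, anti-KAP1 acceptor beads), 6 hr at 25C.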
TCR activator – T cell receptor activation. primary human leukocytes, anti-CD3, IL-2 HTRF, 48 h. Potency, µM (series often up to 9.22 µM), inactives show at the top dose activation of IL-2 secretion, most hits filed as activators. 330,000 tested, under 10 active. AID 504894; also: % of control where 0% means no effect
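48 hr co-incubation of compounds, a-CD3 beads and primary human leukocytes; IL-2 quantified homogeneously by HTRF with anti-IL-2 K and d2 conjugates.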
* marks the source's active call; other numbers are inactive results; ? = inconclusive; . = no result given; [ ] = remark or other dose. Unless noted, calls follow the shape of the dose curve; as a rule, active = well fitted curve in the direction sought with a large enough effect; inconclusive = small, poorly fitted or top-dose-only effect, or another doubt; inactive = no such curve, though single readings can be large; an effect the other way counts as inactive or inconclusive.

SMILES	CXXC DNA block	Integrin act MD	p53 reactivation	TRPV1 agonist	BRCA1 expr act	PTAP TSG101 blk	ELG1 repair inh	B2AR arrestin	AT treatment	TCR activator
COc1ccc(Nc2nc3ccccc3nc2NS(=O)(=O)c2cccs2)c(OC)c1	?	25%	-4%	-3	-8%	?	?	-0.6%	8%	0%
CCN(CC)CCN(Cc1cc2ccc(C)c(C)c2[nH]c1=O)C(=S)NCc1ccco1	-1%	-110%[inhibitor]	10%	21	-8%	0%	8%	0.8%	2%	7%
Cc1cccc(OCc2nnc(SCC(=O)N(C(C)C)C(C)C)n2Cc2ccco2)c1C	10%	11%	-4%	10	-32%	-10%	?	0.1%	6%	1%
CC(=O)N1C(=O)/C(=C2\SC(=S)N(NS(=O)(=O)c3ccc(C)cc3)C2=O)c2ccccc21	-12%	?	0%	-3	-10%	-6%	-4%	-0.3%	2%	-1%
COc1ccc(OCC(=O)N(Cc2ccc(C)o2)C2CCS(=O)(=O)C2)cc1 (stereo not given)	11%	16%	10%	-3	1%	-5%	?	0.0%	-20%	-7%
CSc1nc2cc3c(cc2n1C(=O)c1ccc(C)cc1)OCCO3	88%[activator]	-4%	22%	10	-29%	-4%	?	-0.2%	-1%	-14%
COCCN=C1Sc2nc3ccc(C)cc3cc2CN1Cc1cccs1	0%	-6%	7%	?	-12%	2%	?	8.3%	9%	-6%
CCOC(=O)C1CCCN(S(=O)(=O)c2ccc3c4c(cccc24)C(=O)N3CC)C1 (stereo not given)	.	-2%	-9%	7	-18%	-5%	-3%	-0.1%	30%	0%
CN(CC(=O)Nc1cccc(F)c1)C(=O)C1CC(=O)N(Cc2ccco2)C1 (stereo not given)	.	0%	2%	-5	-4%	-1%	0%	0.0%	-16%	10%
O=C(NCCN1CCOCC1)C1CCN(S(=O)(=O)N2CCCC2)CC1	5%	23%	0%	2	6%	-6%	10%	0.1%	-5%	-1%
CC1(C)CCc2c([nH]c3ccccc3c2=O)O1	2%	30%	4%	-4	64%	-1%	-4%	0.1%	1%	-3%
O=C1CC(c2ccc(F)cc2)Cc2nc(N3CCN(c4ccccc4)CC3)ncc21 (stereo not given)	10%	7%	3%	2	-27%	-2%	?	3.2%	10%	3%
O=C(Nc1nc2ccccc2n1CCN1CCOCC1)c1ccc(COc2ccccc2Br)o1	-15%	-64%[inhibitor]	-3%	0	-52%	-1%	21µM*	-1.0%	-4%	3%
Cc1ccc(CSc2nnc(-c3cccs3)n2C)cc1	-2%	-20%	14%	25	54%	-2%	?	-0.2%	3%	1%[46.1 µM]
C#CCOCCOCCOCCNc1nc(N2CCN(C(=O)[C@H]([C@@H](C)CC)n3cc([C@@H](N)Cc4ccc(O)cc4)nn3)CC2)nc(N2CCN(C(=O)[C@H]([C@@H](C)CC)n3cc([C@@H](N)Cc4ccc(O)cc4)nn3)CC2)n1	-12%	-3%	1%	1	5%	-3%	16%	0.2%	8%	-3%
COCCNC(=O)/C(C#N)=C/c1c(N2CCN(c3ccc(OC)cc3)CC2)nc2c(C)cccn2c1=O	-26%	4%	-6%	29	-61%	-5%	?	0.3%	2%	-6%
CN(C)CCn1c2c(c(SCC(=O)Nc3ccc4c(c3)OCCO4)nc1=O)CCCC2	.	-13%	-2%	-1	-31%	0%	15%	3.4%	-7%	1%
S=C(c1ccc(-c2ccc(Cl)cc2Cl)o1)N1CCCC1	2%	-8%	10%	11	49%	-3%	15%	-0.3%	10%	2%
COc1ccc(Cl)cc1S(=O)(=O)NCc1ccncc1	-3%	-10%	-1%	1	-16%	.	-15%	-0.1%	0%	1%
CCOC(=O)c1cc(NC(=O)Nc2ccccn2)c(C)nc1C	2%	13%	2%	1	43%	-10%	14%	0.0%	2%	2%
CCn1nc(C)cc1C(=O)N1CCCC(C(=O)c2ccc(Oc3ccccc3)cc2)C1 (stereo not given)	-6%	-32%	-18%	11	-39%	-3%	?	0.1%	13%	10%
Cc1[nH]c(=O)[nH]c(=O)c1S(=O)(=O)N1CCN(c2cccc(Cl)c2)CC1	-2%	37%	-5%	-2	-8%	-3%	4%	-0.5%	6%	-10%
COC(=O)c1ccc(C(=O)OC)c(NC(=O)C2CC2)c1	-3%	-7%	-5%	0	4%	-3%	10%	-0.9%	-4%	1%[46.1 µM]
CCOc1ccc(N2C(=O)CC(N(Cc3ccco3)C(=O)CCC(=O)O)C2=O)cc1 (stereo not given)	0%	-17%	-2%	-5	4%	3%	15%	0.4%	-1%	2%
COc1ccc(C(=O)N/N=C(\C)Cn2cnc([N+](=O)[O-])n2)cc1	4%	2%	13%	2	46%	0%	-10%	-0.1%	-1%	-1%[46.1 µM]
N#Cc1c(NC(=O)CSc2nc3ccccc3c(=O)n2Cc2ccco2)sc2c1CCCC2	5%	-21%	4%	-5	8%	-6%	-12%	0.1%	9%	0%
Cc1nn(CC(=O)NCc2ccccc2)c(=O)c2ccccc12	-2%	-1%	-14%	1	-8%	0%	-5%	-0.7%	0%	-2%
COc1ccc(NC(=O)COC(=O)CNC(=O)COc2ccccc2)cc1OC	.	30%	-6%	1	4%	-1%	10%	-0.6%	5%	1%
COc1ccc(OC(=O)N2CCOCC2)cc1	0%	5%	.	4	23%	0%	?	-0.7%	-2%	11%
COc1cc(S(=O)(=O)N2CCC(N3CCCCC3)CC2)ccc1-n1cnnn1	5%	16%	13%	1	0%	-2%	0%	-0.1%	5%	-7%
COCCNC(=S)NC1CC2CCCC(C1)N2Cc1ccco1 (stereo not given)	0%	-2%	2%	-4	-6%	-3%	9%	0.5%	3%	-2%
CCS(=O)(=O)N1CCN(c2ccc([N+](=O)[O-])c(NCC3CCCO3)c2)CC1 (stereo not given)	-3%	10µM*	-2%	-2	-4%	-1%	9%	-0.8%	-1%	-1%
FC(F)Oc1ccc(NC(=S)NC23CC4CC(CC(C4)C2)C3)cc1	3%	-59%[inhibitor]	?	?	-57%	-3%	-18%	0.1%	3%	-5%
Cc1ccc(Nc2nc(-c3sc(NC(=O)c4ccco4)nc3C)cs2)cc1	11%	-14%	-4%	1	-32%	.	10µM*	0.2%	-2%	2%
COc1ccc2c(c1)sc(N)[n+]2Cc1cc(C)cc2cccnc12	10%	-40%	-3%	-2	-70%	0%	?	0.1%	1%	-2%[46.1 µM]
Cc1ccc(NC(=O)c2cc(S(=O)(=O)NCCc3ccccc3)ccc2F)cc1Cl	-1%	-47%[inhibitor]	5%	1	-52%	-4%	-25%	-0.2%	-1%	-2%[46.1 µM]
COC(=O)c1cc2sccc2n1Cc1nc(-c2cccc(Cl)c2)oc1C	5%	-17%	8%	0	0%	2%	-17%	-1.1%	0%	-8%
CCN(CC)C(=O)C(C)OC(=O)COc1ccc(Cl)cc1C (stereo not given)	2%	7%	-24%	-1	0%	-10%	-16%	-0.1%	3%	-3%
Cc1ccccc1NC(=O)COC(=O)C1CC2CCCC(C1)C2=O (stereo not given)	.	2%	8%	4	5%	2%	-3%	-1.4%	22%	4%
CCCS(=O)(=O)N1CCCC(C(=O)N2CCOCC2)C1 (stereo not given)	-1%	3%	7%	6	0%	-2%	9%	-0.5%	-5%	-2%
CCCCc1cc(=O)oc2cc(OCC(=O)N3CCOCC3)ccc12	6%	-20%	-5%	1	2%	-2%	7%	-0.2%	-3%	-4%
Cc1ccc(NC(=O)CSc2nnc(C)c(=O)n2N)cc1Cl	5%	?	-18%	1	-3%	1%	9%	-0.1%	10%	12%
OCC1(CCc2ccccc2)CCN(Cc2cccn2-c2cccnc2)CC1	-25%	8%	2%	4	-10%	0%	-3%	-1.2%	-6%	7%
CCC(C)(C(=O)NC1CCCC1)N(C(=O)CNC(C)=O)c1ccccc1 (stereo not given)	0%	30%	-4%	-3	-5%	-3%	7%	-0.4%	2%	-4%
COCCn1cc(C(=O)NCc2ccco2)c2c3ccccc3n(C)c2c1=O	4%	20%	4%	-1	-17%	-2%	4%	-1.6%	-1%	-2%
Cc1ccc(CN(C)S(=O)(=O)c2c(C)noc2/C=C/N(C)C)cc1	-1%	3%	10%	28	-10%	0%	.	0.2%	?	-9%
COc1ccc(/C=N/NC(=O)c2cccnc2)cc1CSc1nc2ccccc2s1	-2%	-10%	?	?	-81%	-1%	7.3µM*	0.4%	-3%	6%[46.1 µM]
O=c1[nH]c(-c2ccccc2O)nc2c1CCCC2	-25%	9%	-3%	0	5%	-11%	?	-0.2%	1%	-15%
O=C(CSc1ccsc1[N+](=O)[O-])NCCc1ccc(Cl)cc1	-3%	-8%	7%	-3	-35%	-5%	12%	0.5%	-1%	2%
